GRK2 inh: human GRK2 inhibition via aptamer displacement; P25098; bead flow cytometry, FAM-aptamer displacement from GRK2; inhibition of aptamer binding, % at 10 µM; actives 0.59% (n = 330,000); AID 488847;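 active = inhibition of aptamer binding above 40%, roughly 3 SD of noise, on plates passing a quality check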;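 note: median bead fluorescence of bound FAM aptamer so fluorescent compounds give negative values; no value below 0 was filed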
VLA-4 inh: inhibition in a human VLA-4 binding assay; inhibition, % (about 7 µM as worked out from the volumes in the protocol); actives 0.2% (n = 330,000); P13612; AID 2557; VLA-4 expressing cells, ligand binding flow cytometry; in the data active = inhibition above about 50%
Fam108B inh: blocks mouse Fam108B hydrolase in RBBP9 counter-screen; recombinant Fam108B, FP-Rh probe fluorescence polarization; inhibition, % at 9.51 µM; AID 1947; actives 0.33% (n = 300,000);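 active = inhibition above the screen mean inhibition plus 3 SD, computed separately per campaign, cut at about 18% in these data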;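 note: inhibitors lower polarization as less probe binds the enzyme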
MCL1 BIM primary: inhibitors of human MCL1 binding to BIM-BH3 peptide. GST-MCL1 / FITC-Bim-BH3 fluorescence polarization. inhibition, % at 10.9 µM. Q07820. actives 0.68% (n = 320,000);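 active = inhibition above the mean inhibition of all tested compounds plus 3 SD, set per campaign, cut at about 40% in these data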;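 note: 0% = DMSO wells and 100% = unlabeled Bim-BH3 peptide control; higher means more loss of mP so more displacement of Bim peptide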
MEX-5 binding: C. elegans MEX-5 TCR-2 RNA binding activity; Q9XUB2; MEX-5/FITC-TCR2 RNA binding, fluorescence polarization; active compounds read low; activity score (negative = inhibition of binding), % at 10 µM; actives 0.38% (n = 300,000);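 active = inhibition past about -25% in most replicates, and total fluorescence under double the plate's negative control median, limit read from the data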;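 note: 0% = DMSO and -100% = 5 µM competing unlabeled TCR2 RNA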
Target sequence (Q9XUB2 whole entry, looked up): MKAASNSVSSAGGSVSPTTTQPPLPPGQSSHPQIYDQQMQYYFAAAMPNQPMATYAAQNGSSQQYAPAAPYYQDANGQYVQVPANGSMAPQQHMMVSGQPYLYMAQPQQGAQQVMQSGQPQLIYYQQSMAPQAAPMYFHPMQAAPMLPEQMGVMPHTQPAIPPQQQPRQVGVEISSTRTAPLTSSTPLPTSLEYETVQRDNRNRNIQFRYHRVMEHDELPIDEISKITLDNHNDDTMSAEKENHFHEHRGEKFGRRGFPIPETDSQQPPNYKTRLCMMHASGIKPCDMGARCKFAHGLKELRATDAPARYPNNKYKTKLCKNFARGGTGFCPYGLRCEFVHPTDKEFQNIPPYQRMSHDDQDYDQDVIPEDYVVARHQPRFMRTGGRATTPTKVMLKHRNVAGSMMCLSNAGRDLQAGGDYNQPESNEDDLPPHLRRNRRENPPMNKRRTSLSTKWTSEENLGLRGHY
GLD-1 RNA inh: GLD-1-TGE RNA interaction inhibition (C. elegans); purified GLD-1 + fluorescein TGE RNA, fluorescence polarization; inhibition, % at 5.96 µM; actives 0.44% (n = 320,000);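 active = percent inhibition above a per-plate cutoff, the plate mean of test compounds plus 3 SD, cut at about 30% in these data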;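 note: 0% = DMSO wells with GLD-1 and probe and 100% = wells lacking GLD-1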
AGP1-GFP MLPCN: alters AGP1-GFP fluorescence in TOR pathway yeast screen; S. cerevisiae AGP1-GFP multiplex flow cytometry, 3 h; GFP as percent of DMSO wells; GFP response vs DMSO, % at 10 µM; actives 0.02% (n = 320,000);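 active = GFP response relative to DMSO above a set limit, near screen average plus 3 SD, cut at about 150% in these data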;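 note: median GFP channel fluorescence of the gated AGP1 strain per well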
Bcl-xL primary: inhibitors of human Bcl-xL. Q07817. GST-Bcl-xL / FITC-Bim BH3 peptide fluorescence polarization. inhibition, % at 10.9 µM. actives 0.7% (n = 320,000). AID 2129;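 active = inhibition above the mean of all tested compounds plus 3 SD, cutoff set per campaign, cut at about 30% in these data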;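 note: 0% = DMSO wells and 100% = unlabeled Bim-BH3 peptide competitor; inhibitors lower millipolarization by displacing the labeled peptide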
Target sequence (Q07817 whole entry, looked up): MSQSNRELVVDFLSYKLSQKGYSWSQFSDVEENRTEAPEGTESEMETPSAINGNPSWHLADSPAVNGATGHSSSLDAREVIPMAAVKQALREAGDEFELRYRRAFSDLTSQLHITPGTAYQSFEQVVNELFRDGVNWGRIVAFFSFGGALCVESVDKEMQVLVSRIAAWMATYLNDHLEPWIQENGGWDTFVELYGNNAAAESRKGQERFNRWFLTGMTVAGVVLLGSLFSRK
CIT2-GFP yeast: modulators of TOR pathway CIT2-GFP in S. cerevisiae. S. cerevisiae CIT2-GFP strain, flow cytometry, 3 h; 100 means same as DMSO wells. GFP response vs DMSO, % at 10 µM. actives 0.065% (n = 320,000). AID 2029;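 active = GFP response relative to DMSO above a set limit, near the screen mean plus 3 SD, cut at about 150% in these data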;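 note: ratio of well median GFP fluorescence to mean of DMSO wells on the plate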
* hit, by the source's call; . = no result given.

nr	smiles	GRK2 inh	VLA-4 inh	Fam108B inh	MCL1 BIM primary	MEX-5 binding
1	CCOC(=O)c1nnn(-c2nonc2N)c1-c1ccccc1	0	-3	4	3	-0.7
2	O=C(/C=C/c1ccccc1)NCC(=O)N/N=C/c1ccco1	0	7	0	5	-0.5
3	O=C(NNC(=O)c1sccc1-n1cccc1)Nc1ccccc1	0	11	-2	3	1.0
4	CN(CC(=O)Nc1c(Cl)cccc1Cl)C(=O)Cc1ccc2c(c1)CCC2	0	3	1	8	-4.6
5	CC1CCN(S(=O)(=O)c2ccc3c(c2)N(CC(=O)NCCCOC(C)C)C(=O)CO3)CC1	2	10	-7	0	-1.4
6	CC1(C)Cc2c(cnn2-c2cccc(F)c2)C(NC(=O)CN2CCCC2=O)C1 (stereo unspecified)	4	-3	-1	-7	0.3
7	Cc1c(NC(=O)CN2C(=O)NC3(CCCC3)C2=O)c(=O)n(-c2ccccc2)n1C	2	0	-2	2	.
8	CCN(c1ccccc1)S(=O)(=O)c1cccc(C(=O)NCC(c2cccs2)N(C)C)c1 (stereo unspecified)	0	-1	2	-5	3.6
9	CCC(C)NC(=O)C(NS(=O)(=O)c1ccc2c(c1)c(=O)n(C)c(=O)n2C)c1ccccc1 (stereo unspecified)	5	-6	-2	11	.
10	COc1ccc(CNC(=O)C2CCC(=O)N(CC3CCCCC3)C2)cc1 (stereo unspecified)	13	1	-6	-3	-1.7

nr	GLD-1 RNA inh	AGP1-GFP MLPCN	Bcl-xL primary	CIT2-GFP yeast
1	-1	101	0	103
2	-6	94	5	102
3	4	96	5	94
4	6	103	8	92
5	0	99	6	99
6	-9	103	-2	103
7	9	88	-1	95
8	1	87	3	90
9	7	104	12	103
10	10	100	-1	99

(listing goes on)
nr	smiles	GRK2 inh	VLA-4 inh	Fam108B inh	MCL1 BIM primary	MEX-5 binding
11	Nc1ccn(CC(=O)NCc2ccccn2)c(=O)n1	77*	21	.	-1	.
12	COC(=O)CCCC1=CC2=C(c3ccccc3)C(=O)C(C)(OC(=O)C3CCCC3)C(=O)C2=CN1CCCCO (stereo unspecified)	6	-9	5	29	-1.5
13	CCN(CC)S(=O)(=O)c1cccc(-c2n[nH]c(=S)n2C)c1	5	-3	3	-12	1.3
14	Cc1ccc(F)c(NC(=O)c2cncn2-c2ccccc2)c1	2	29	0	-2	-0.6
15	CCCN(CCC)c1nc(N(CCC)CCC)[nH]c(=O)n1	0	6	2	3	0.3
16	CCOc1ccc(OCC)c(NC(=O)C2C3C=CC(O3)C2C(=O)NCc2ccco2)c1 (stereo unspecified)	0	4	2	10	-0.8
17	COc1ccc(-n2c(CNC(=O)COc3ccc(Cl)cc3)n[nH]c2=S)cc1	0	8	3	-11	1.5
18	COCCn1nnnc1C(c1ccc(Cl)cc1)N1CCN(C(=O)c2ccco2)CC1 (stereo unspecified)	0	2	3	2	-0.8
19	O=C(C(c1ccccc1)c1ccccc1)N1CC[C@@]2(O)CCCC[C@H]2C1	2	-6	-3	8	0.8
20	CS(=O)(=O)N1CCc2cc(S(=O)(=O)Nc3ccc4c(c3)OCCO4)ccc21	0	2	8	3	2.4

nr	GLD-1 RNA inh	AGP1-GFP MLPCN	Bcl-xL primary	CIT2-GFP yeast
11	1	104	2	103
12	22	105	28	100
13	-5	99	-15	93
14	3	18	3	106
15	4	108	7	100
16	-1	99	7	94
17	3	102	-12	102
18	2	100	-1	108
19	-3	94	6	82
20	2	86	-4	81

Record cards, as listed above. Values in the order: GRK2 inh, VLA-4 inh, Fam108B inh, MCL1 BIM primary, MEX-5 binding, GLD-1 RNA inh, AGP1-GFP MLPCN, Bcl-xL primary, CIT2-GFP yeast
COc1ccc(-n2c(CNC(=O)COc3ccc(Cl)cc3)n[nH]c2=S)cc1 across the screens: 0, 8, 3, -11, 1.5, 3, 102, -12, 102
CCCN(CCC)c1nc(N(CCC)CCC)[nH]c(=O)n1 across the screens: 0, 6, 2, 3, 0.3, 4, 108, 7, 100
CCN(CC)S(=O)(=O)c1cccc(-c2n[nH]c(=S)n2C)c1 across the screens: 5, -3, 3, -12, 1.3, -5, 99, -15, 93

Next part
nr	smiles	GRK2 inh	VLA-4 inh	Fam108B inh	MCL1 BIM primary	MEX-5 binding
21	O=C(CSc1ccc2nnc(CCNC(=O)c3ccc(F)cc3)n2n1)NCC1CCCO1 (stereo unspecified)	0	8	-1	1	-1.5
22	O=C(O)COc1ccc2c(c1)OCCO2	7	9	1	-3	0.7
23	COc1ccc(CCN(C)S(=O)(=O)c2cn(C)c(=O)n(C)c2=O)cc1OC	0	4	.	-7	.
24	Cc1csc(C(=O)O)c1NC(=O)c1ccc(F)cc1	0	15	-1	5	0.3
25	CCOC(=O)CCC(=O)Nc1ccc(S(=O)(=O)N2CCc3ccccc32)cc1	2	24	-2	-2	-0.4
26	CCCC(C)NC(=O)Cn1c(=O)c2c(ncn2CCC(C)C)n(Cc2ccccc2)c1=O (stereo unspecified)	0	-3	0	-6	1.4
27	CCOC(=O)c1ccc(NC2c3ncccc3C(=O)N2Cc2ccc(F)cc2)cc1 (stereo unspecified)	2	10	-2	-10	.
28	COC(=O)c1cc(S(=O)(=O)N2CCC(C)CC2)ccc1F	0	8	0	3	1.3
29	Cc1ccc(SC(CC(=O)c2ccc(C)cc2)C(=O)O)cc1 (stereo unspecified)	0	21	6	9	0.2
30	CCOC(=O)C1CCCCN1C(=O)c1oc2c(Cl)cc(C)cc2c1C (stereo unspecified)	0	5	3	4	-0.1

nr	GLD-1 RNA inh	AGP1-GFP MLPCN	Bcl-xL primary	CIT2-GFP yeast
21	-3	99	5	96
22	6	92	-2	100
23	-1	99	-3	96
24	-4	106	1	100
25	2	103	-2	105
26	6	95	-6	95
27	6	97	0	93
28	-5	97	-3	94
29	-1	89	4	83
30	2	100	3	103

(list continues)
nr	smiles	GRK2 inh	VLA-4 inh	Fam108B inh	MCL1 BIM primary	MEX-5 binding
31	CCOc1ccc(N(C(=O)c2snc(C(N)=O)c2N)C(C(=O)NCC2CCCO2)c2ccco2)cc1 (stereo unspecified)	3	3	0	2	-1.0
32	CCNS(=O)(=O)c1cc(-c2nnc(OC)c3ccccc23)ccc1C	0	13	-5	-4	-0.1
33	CCN(CCCNC(=O)C1CCN(S(=O)(=O)c2cnc[nH]2)CC1)c1ccccc1	0	8	-2	4	-1.8
34	COc1ccc(C)cc1S(=O)(=O)N(C)CC(=O)N1CCCC1	2	-2	3	13	1.2
35	CCOc1ccc(CNC(=O)C(C)n2nc(C)c3c(C)n(-c4ccccc4)nc3c2=O)cc1 (stereo unspecified)	3	7	-5	-3	1.5
36	COc1ccccc1N(C)S(=O)(=O)c1ccc(C(=O)OC(C)C(=O)NCc2ccc3c(c2)OCO3)cc1 (stereo unspecified)	4	9	0	-2	-0.1
37	Cc1ccc(S(=O)(=O)CCC(=O)Nc2sccc2C#N)cc1	0	3	0	-3	-1.5
38	CCOC(=O)c1c(NC(=O)c2noc(C)c2[N+](=O)[O-])sc(C(C)=O)c1C	0	-3	1	3	-3.9
39	COc1ccc(OC)c(NC(=O)[C@@H]2CCCN2C(=O)c2cccs2)c1	0	0	7	0	-3.3
40	Cc1cc(C)c2c(=O)[nH]c(SCC(=O)c3ccc(C(C)C)cc3)nc2n1	4	-32	-4	-2	-1.1

nr	GLD-1 RNA inh	AGP1-GFP MLPCN	Bcl-xL primary	CIT2-GFP yeast
31	-2	109	3	94
32	-1	106	3	108
33	-2	101	3	102
34	-1	100	3	111
35	2	103	-2	94
36	-2	107	-2	97
37	4	113	4	112
38	4	98	3	99
39	9	101	0	99
40	-5	107	6	112

Additional structures follow.
nr	smiles	GRK2 inh	VLA-4 inh	Fam108B inh	MCL1 BIM primary	MEX-5 binding
41	CCOC(=O)N1CCC(NC(=O)C2CCN(S(=O)(=O)c3c(C)noc3C)CC2)CC1	0	7	6	10	1.6
42	O=C(NCc1ccc2c(c1)OCO2)C(=S)N1CCOCC1	1	-20	-3	1	-1.0
43	CCCCNCc1cc(Br)c(OCC(=O)NCc2ccccc2)c(OC)c1	6	5	1	0	-1.4
44	C=CCN1C(=O)C(Cc2ccc(OC)cc2)SC1=Nc1ccc(C(=O)O)cc1 (stereo unspecified)	0	9	2	9	-1.0
45	COc1ccc(CN2CCC(n3nccc3NC(=O)C3CCCC3)CC2)c(OC)c1	0	-10	-2	-1	-0.8
46	COc1ccc2oc(N)c(C=O)c(=O)c2c1	0	4	-14	2	-2.0
47	CCC(CC)C(=O)Nc1cccc(C(=O)N2CCOCC2)c1	0	5	1	7	0.1
48	COC(=O)c1cc(=O)nc2scc(C)n12	0	4	-7	3	1.8
49	CC(c1ccccc1)n1cc(C(=O)NCCN2CCOCC2)nn1 (stereo unspecified)	2	11	-3	2	-2.6
50	Cc1c(Cl)cccc1N1CC(C(=O)Nc2nccs2)CC1=O (stereo unspecified)	2	-314	-3	5	-1.9
51	Cc1[nH]c2ccccc2c1N=Nc1cccc(C(=O)O)c1	1	-7	1	6	0.4

nr	GLD-1 RNA inh	AGP1-GFP MLPCN	Bcl-xL primary	CIT2-GFP yeast
41	-4	103	4	102
42	0	110	7	104
43	0	108	2	97
44	5	94	4	85
45	0	92	0	114
46	2	95	-1	100
47	-3	100	4	95
48	6	95	7	90
49	-5	107	6	100
50	5	90	2	85
51	5	94	11	78

Quoted at random: three compounds from above.
nr	smiles	GRK2 inh	VLA-4 inh	Fam108B inh	MCL1 BIM primary	MEX-5 binding
20	CS(=O)(=O)N1CCc2cc(S(=O)(=O)Nc3ccc4c(c3)OCCO4)ccc21	0	2	8	3	2.4
50	Cc1c(Cl)cccc1N1CC(C(=O)Nc2nccs2)CC1=O (stereo unspecified)	2	-314	-3	5	-1.9
43	CCCCNCc1cc(Br)c(OCC(=O)NCc2ccccc2)c(OC)c1	6	5	1	0	-1.4

nr	GLD-1 RNA inh	AGP1-GFP MLPCN	Bcl-xL primary	CIT2-GFP yeast
20	2	86	-4	81
50	5	90	2	85
43	0	108	2	97

Screening data from PubChem BioAssay.

No enrichment for hits. Share with any hit: about 2.2%.
